Rac1 GTP hydrolysis: MgcRacGAP GTPase-activating activity inhibitors, confirmation, biochemical, ADP Hunter fluorescence. MgcRacGAP-stimulated Rac1 GTP hydrolysis, ADP Hunter fluorescence; higher % means a stronger effect; GST-tagged Rac1 F28L mutant substrate. 340,000 compounds, 0.6% hits. one-dose inhibition, % at 30 µM; IC50 in µM for titrated hits;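 active = first-screen hits whose inhibition reached a set limit at any dose in the follow-up dose series; inconclusive = inhibition above the set first-screen limit but never retested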;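 note: fluorescence reports GDP produced by GAP-driven GTP hydrolysis; strong numbers were not always called active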
GPR55 LPI antagonism: inhibition of LPI-stimulated GPR55 beta-arrestin translocation – imaging, U2OS, beta-arrestin-GFP, LPI agonist, primary screen (AID 2013); 290,000 compounds, 0.13% hits; U2OS GPR55 beta-arrestin-GFP translocation imaging, LPI antagonism; higher % means a stronger effect; inhibition, % at 10 µM, or IC50 in µM where a hit was titrated;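 active = spots per cell inhibited over 60%, with over 100 cells counted and total cytoplasm intensity under 500,000; inconclusive = wells with under 100 cells, flagged as likely toxic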;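 note: U2OS cells stably carrying GPR55 and arrestin-GFP stimulated by 5 µM LPI near EC80; imaged beta-arrestin-GFP aggregate spots per cell after agonist stimulation; plate controls were LPI-stimulated DMSO wells for no effect and DMSO wells without LPI for full effect; some results filed as inactive read as strong as hits; confirmed hits need IC50 under 10 µM and bright autofluorescent wells are also inconclusive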
NOD1 NF-kB reporter: NOD1 signaling inhibitors, primary screen, cell-based, luminescence, uHTS (AID 1578); NOD1-driven NF-kB luciferase reporter cells, luminescence; higher % means a stronger effect; inhibition, % at 4 µM, or EC50 in µM where a hit was titrated; 290,000 compounds, 1% hits; in the data active = inhibition mostly above about 36%, no sharp cut-off; inactive = mostly below about 34%;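 note: HEK-293T reporter cells stimulated with the NOD1 agonist gamma-tri-DAP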
KOR beta-arrestin-1: kappa opioid receptor blockers – cell-based, luminescence, uHTS (AID 1778). 290,000 compounds, 0.091% hits. KOR beta-arrestin recruitment, luminescence, antagonist mode; higher % means a stronger effect. inhibition, % at 10 µM, or IC50 in µM where a hit was titrated; in the data active = inhibition above about 50%; note: strong numbers were not always called active
K1F lysis inhibition: protection from phage-mediated lysis, alamar blue read-out – E. coli UTI89, K1F phage, bacterial capsule biogenesis inhibitors (AID 488966) | E. coli UTI89 K1F phage lysis, alamar blue, 2 h; higher % means a stronger effect | inhibition, % at 100 µM; hits with a dose series show IC50 in µM | 340,000 compounds, 0.02% hits;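 active = phage lysis inhibition, versus mean bacterial control, above a set limit; inconclusive = no clear call, values can overlap the other calls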;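 note: capsule biogenesis inhibitors block K1F phage lysis so surviving cells raise fluorescence; higher fluorescence means more inhibition of phage lysis; actives were called in the ten point dose series up to 300 µM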
GPR55 activation: selective activators of receptor GPR55 – imaging, U2OS cells, beta-arrestin-GFP redistribution, primary screen (AID 1961); U2OS GPR55 beta-arrestin-GFP redistribution imaging; higher % means a stronger effect; activation, % at 10 µM, or EC50 in µM where a hit was titrated; 290,000 compounds, 0.048% hits;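 active = activation above 40% with more than 50 cells counted in the well; inconclusive = wells holding fewer than 50 cells, flagged as toxic or sparse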;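 note: U2OS osteosarcoma cells stably expressing GPR55 and beta-arrestin-GFP; plate controls were DMSO negative control for no effect and LPI positive control for full effect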
NTR1 agonist: agonists of NTR1, primary screen, imaging, U2OS cells, beta-arrestin-GFP, high content (AID 493036) | P30989 | NTR1-U2OS beta-arrestin-GFP spot imaging, agonist mode | 330,000 compounds, 0.17% hits | activation, % at 20 µM;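 active = activation at or above 40% of the spot to cytoplasm intensity ratio, with at least 20 cells analyzed; inconclusive = wells under 20 cells, flagged as cytotoxic or low count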;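 note: 0% = DMSO without peptide and 100% = 100 nM NTR1 peptide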
Target sequence (P30989 whole entry, looked up): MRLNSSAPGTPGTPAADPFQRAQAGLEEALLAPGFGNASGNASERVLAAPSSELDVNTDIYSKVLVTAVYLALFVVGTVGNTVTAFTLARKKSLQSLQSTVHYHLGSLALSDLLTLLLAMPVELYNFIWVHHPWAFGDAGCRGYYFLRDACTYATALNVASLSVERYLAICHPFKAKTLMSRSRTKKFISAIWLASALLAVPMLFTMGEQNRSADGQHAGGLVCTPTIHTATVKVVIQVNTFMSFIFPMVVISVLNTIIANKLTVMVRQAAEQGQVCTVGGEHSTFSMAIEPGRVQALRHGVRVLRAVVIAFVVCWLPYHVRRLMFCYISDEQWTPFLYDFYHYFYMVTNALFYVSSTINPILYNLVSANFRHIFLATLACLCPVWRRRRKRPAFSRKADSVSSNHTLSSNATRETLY
GPR35 arrestin U2OS: inhibition of zaprinast-stimulated GPR35 beta-arrestin translocation – imaging, U2OS, beta-arrestin-GFP, zaprinast agonist, primary screen (AID 2058) | U2OS GPR35 beta-arrestin-GFP translocation imaging, zaprinast antagonism; higher % means a stronger effect | inhibition, % at 10 µM, or IC50 in µM where a hit was titrated | 290,000 compounds, 0.052% hits;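 active = inhibition of at least 50% with at least 30 cells and total cytoplasm GFP at most 10,000,000; inconclusive = under 30 cells or total GFP of 10,000,000 plus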
KOR beta-arrestin-2: kappa opioid receptor activators – cell-based, luminescence, uHTS, primary screen (AID 1777). KOR beta-arrestin recruitment, luminescence; higher % means a stronger effect. one-dose activation, % at 10 µM; EC50 in µM for titrated hits. 280,000 compounds, 0.02% hits; in the data active = activation above about 50%, passing the limit was not always enough; note: a part of the inactive calls stands beside numbers as strong as those of hits
NTR1 agonist cell count 20 µM: further read-out of NTR1 agonist, marked with its call; cell count; measured here: cell count, cytotoxicity flag
* = called active by the depositor; ? = inconclusive; . = not tested or not shown; [ ] = remark or other dose. Only part of the results is shown; the hit share may differ from the screen's.

SMILES	KOR beta-arrestin-1	NOD1 NF-kB reporter	GPR55 LPI antagonism	KOR beta-arrestin-2	NTR1 agonist	NTR1 agonist cell count 20 µM	Rac1 GTP hydrolysis	GPR55 activation	GPR35 arrestin U2OS	K1F lysis inhibition
O=C(O)c1sc2cc(C(F)(F)F)cnc2c1-c1ccccn1	-36%	-37%	4%	2.2%	2.0	43	4%	0.1%	9%	1.1%
CCC1CCCCN1C(=O)COc1c(Br)cc(Br)c2cccnc12 (stereo not given)	-3%	-25%	2%	-0.2%	1.0	40	4%	0.3%	16%	-0.2%
COc1cc(C(=S)NC2CCCCC2)ccc1O	33%	-12%	9%	-0.3%	-1.0	72	33µM*	-0.2%	1%	2.6%[50 µM]
NS(=O)(=O)c1cccc(NC(=O)CC23CC4CC(CC(Br)(C4)C2)C3)c1	-12%	-30%	-16%	-4.9%	2.5	43	9%	-0.3%	8%	-0.1%
COc1ccc(-n2cnnc2SCC(=O)NC2CCS(=O)(=O)C2)cc1 (stereo not given)	21%	-15%	3%	0.4%	0.3	37	10%	-0.2%	0%	1.3%
Cc1ccc(C(=O)Nc2ccc(SC(F)F)cc2)s1	-48%	-17%	-4%	5.6%	1.5	47	6%	-0.4%	-10%	0.3%
COC(=O)C1=C(C)Nc2c(c(=O)n(C)c(=O)n2C)C1c1cccc(O)c1 (stereo not given)	-1%	-16%	-7%	4.8%	-0.6	41	1%	-0.1%	7%	0.3%
Cc1ccc(NC(=O)CCC(=O)N/N=C/c2coc3ccccc3c2=O)cc1	28%	8%	6%	0.9%	-0.2	53	12%	-0.1%	-1%	0.4%
CN(C)NC(=O)C(NC(=O)c1ccccc1)C12CC3CC(CC(C3)C1)C2 (stereo not given)	11%	-28%	0%	-6.2%	2.4	87	-14%	0.1%	-23%	-0.1%
O=C(COC(=O)c1nc(Cl)ccc1Cl)NC(=O)c1ccccc1	-11%	-44%	9%	-3.7%	0.2	65	5%	-0.1%	-1%	0.2%
CSc1nnc2c(n1)OC(c1cccn1C)N(C(C)=O)c1ccccc1-2 (stereo not given)	-10%	-18%	18%	2.0%	-0.3	95	4%	0.3%	8%	0.0%
CC(C)n1cc(C(=O)c2cc(Br)ccc2O)cc(C#N)c1=O	4%	-2%	17%	-8.3%	0.1	106	0%	-0.1%	-11%	0.3%
O=C1c2ccc([N+](=O)[O-])cc2C(=O)N1CNc1ccccn1	30%	-19%	8%	0.2%	-1.1	34	4%	-0.4%	3%	0.1%
Cc1ccc(C)c(OCC(=O)Nc2ccc(S(=O)(=O)Nc3ccccn3)cc2)c1	-2%	25%	2%	-6.0%	0.1	35	5%	0.3%	5%	0.3%
Cc1ccc(C)c(NNC(N)=S)c1	-16%	11%	-6%	-2.1%	-1.3	49	3%	-0.5%	3%	-0.5%
CCNS(=O)(=O)c1ccc(NS(C)(=O)=O)cc1	-19%	.	-5%	1.2%	1.3	70	3%	-0.2%	3%	1.8%
CS(=O)(=O)Nc1ccccc1C(=O)NCCSCc1ccccc1	-14%	-11%	8%	-4.6%	-0.2	57	5%	-0.2%	-2%	-0.4%
CC(=O)c1ccc(N2CCN(C(=S)Nc3cccc(F)c3)CC2)cc1	31%	-17%	7%	-3.0%	0.3	51	16%	-0.1%	-5%	0.4%
O=C1CSc2ccc(C(=O)O)cc2N1	14%	-37%	8%	2.5%	-0.5	46	5%	-0.6%	-17%	-1.9%
COc1cc(Cl)c(C)cc1N1C(=O)CN(Cc2ccccc2)C1=S	2%	-8%	1%	-3.3%	5.9	89	6%	0.0%	9%	0.9%
CCc1cc(=O)oc2cc(C)cc(OCc3nn[nH]n3)c12	21%	8%	-8%	7.8%	0.0	69	4%	0.2%	1%	0.0%
COc1ccc(Br)cc1C1Nc2cccc3cccc(c23)N1	-23%[20 µM]	-12%	6%	5.8%	3.9	55	13%	0.0%	-2%	-0.1%
COc1ccc(-n2c(-c3ccccc3)c[n+]3c2CCC3)cc1	-9%	5%	-18%	-2.1%	0.8	57	11%	-0.3%	-5%	1.8%
CCOC(=O)Cn1c(-c2ccccn2)nc2ccccc21	-13%	5%	13%	-2.4%	0.7	49	15%	-0.1%	-8%	1.3%
c1ccc(-c2nc(N3CCCCC3)nc3ccccc23)cc1	14%	-11%	18%	-0.9%	4.4	39	4%	-0.4%	-6%	1.8%
N#CC1=C(S)N(c2ccccc2)C(c2ccc(-c3ccc(Cl)c(Cl)c3)o2)NC1=O (stereo not given)	19%	-9%	-7%	7.4%	8.2	58	25%	15%	4%	0.2%
Cc1cc(NC(=O)C2C3C(=O)N(CC4CCCO4)C(C(=O)NC(C)(C)C)C34C=CC2(C)O4)no1 (stereo not given)	13%[20 µM]	-32%	6%	0.3%	-0.8	65	1%	0.1%	-7%	0.3%
O=C(O)Cc1coc2ccc3ccccc3c12	-11%	-12%	0%	-8.6%	1.5	63	14%	-0.5%	-7%	0.3%
COc1ccc(C(=O)OCC(=O)N2C(C)CCCC2C)cc1[N+](=O)[O-] (stereo not given)	-13%	-30%	2%	-1.5%	-0.9	61	3%	2.3%	-4%	-0.3%
O=C(NC(Cc1ccccc1)C(=O)NCCc1ccccn1)c1cccs1 (stereo not given)	-14%	-4%	-2%	-3.1%	-0.2	97	5%	0.4%	13%	0.4%
N#Cc1ccc(COc2cccnc2[N+](=O)[O-])cc1	22%	31%	5%	-1.9%	-1.7	54	4%	0.5%	-10%	0.2%
COc1ccc(NC2=CC(c3ccccc3)N(c3ccc(OC)cc3)C2=O)cc1 (stereo not given)	18%	-12%	-1%	6.7%	0.5	59	.	-0.1%	-3%	.
COc1ccc(CC(=O)Nc2ccc3c(C)cc(=O)oc3c2)cc1OC	9%	-16%	4%	11%	0.9	65	10%	-0.3%	-11%	1.9%[50 µM]
O=C(c1cccc(Br)c1)c1cn(-c2ccccc2)nc1C(=O)c1ccccc1	-40%	31%	1%	1.6%	0.8	80	-1%	-0.1%	5%	0.0%
Cc1ccc(NC(=S)N2CCN(C)CC2)c(C)c1	.	-32%	11%	-0.5%	2.1	58	8%	-0.2%	-6%	2.7%
COc1ccc2cnn(-c3ccc(OC(F)(F)F)cc3)c(=O)c2c1OC	12%	0%	-1%	-0.8%	1.5	61	13%	-0.1%	-2%	0.5%
Cc1cc(Br)cc(C)c1NC(=O)c1ccccc1[N+](=O)[O-]	7%	-12%	10%	-0.8%	-0.9	75	3%	0.5%	4%	0.6%[50 µM]
O=C(Nc1cccc(F)c1)c1cccc2c1C(=O)N(C1CCCCC1)C2	-1%	-6%	0%	0.4%	5.1	75	7%	0.2%	-22%	0.4%
C=CCn1c(SCC(N)=O)nc(C)cc1=O	-2%	-4%	1%	1.1%	1.0	41	10%	-0.1%	4%	1.0%
COCC(=O)Nc1ccc(S(=O)(=O)NCCc2ccccc2)cc1	-5%	20%	3%	0.1%	-1.1	86	12%	-0.1%	12%	0.4%
COC(=O)c1oc(-c2ccc(Cl)cc2)nc1C	-24%[20 µM]	-19%	8%	-7.2%	3.4	32	9%	-0.1%	6%	0.2%
CCOC(=O)C1CCCN(CC(=O)c2ccc(F)cc2)C1 (stereo not given)	4%	-2%	7%	-3.8%	-1.0	84	?	0.6%	-4%	0.1%
COc1ccc(N(CC(=O)Nc2ccc(F)cc2F)S(=O)(=O)c2c(C)nn(C)c2C)cc1	14%	-8%	10%	0.4%	1.4	52	-6%	-0.1%	1%	-0.1%
Cc1ccc(/C=C/C(=O)NCc2cccs2)cc1	-18%	39%	-17%	13%	-0.5	53	7%	0.5%	7%	2.5%
COCCCNC(=O)/C(=C\c1cccn1C)NC(=O)c1cccs1	32%	-21%	3%	-6.3%	1.0	74	-9%	-0.2%	-10%	1.5%[50 µM]
O=C(OC1CCOC1=O)c1cc(-c2cccc(Br)c2)nc2ccccc12 (stereo not given)	-23%	-24%	-5%	-1.3%	1.6	64	8%	-0.2%	4%	-0.1%
COc1ccc(C(=O)CSc2nc3c(c(=O)n(C)c(=O)n3C)n2C)cc1	-14%[20 µM]	-23%	-7%	.	1.3	53	.	-0.1%	0%	.
O=S(=O)(c1ccc(-c2n[nH]c(=S)o2)cc1)N1CCCC1	6%	-3%	1%	1.1%	9.5	36	8%	-0.2%	-2%	0.2%
Cc1nc(SCc2nc3ccccc3[nH]2)c2oc3ccccc3c2n1	1%	19%	-8%	0.0%	0.3	46	14%	-0.2%	7%	0.6%
CCC(=O)n1nc(NCc2ccc(OC)c(OC)c2)nc1NCc1ccc(OC)c(OC)c1	-1%	-13%	-1%	-0.4%	1.2	49	11%	0.2%	-4%	0.0%
CC(C)CC(c1nnnn1Cc1ccco1)N1CCN(c2cccc(Cl)c2)CC1 (stereo not given)	16%	-6%	7%	5.6%	2.0	65	6%	-0.2%	7%	0.5%
O=C(O)/C(=N/NC(=O)c1ccc(Cl)cc1)c1ccccc1	5%	-10%	11%	6.5%	-0.2	40	4%	-0.2%	22%	0.5%
Cc1ccccc1Nc1nc(N)nc(COC(=O)C2CCCCC2)n1	18%	-28%	0%	-0.4%	1.2	67	5%	0.0%	20%	-0.7%
COc1ccc(S(=O)(=O)NC2CCCC2)c(OC)c1	-13%	-40%	3%	-1.0%	0.8	65	0%	-0.2%	-1%	0.5%[50 µM]
O=C(NCC(=O)N1CCN(c2ccccc2O)CC1)c1ccc2ccccc2c1	-11%	-39%	1%	6.3%	1.1	68	7%	0.3%	8%	0.0%
C=CCn1c(SCc2ccccc2)nc2scc(-c3ccc(C)o3)c2c1=O	20%	30%	6%	-1.4%	0.5	79	0%	0.1%	-4%	-0.7%
Cc1ccccc1-n1c(SCC(=O)O)nc2sc3c(c2c1=O)CCCC3	20%	13%	1%	-1.2%	0.4	51	9%	-0.1%	3%	0.9%[50 µM]

Screening data as filed in PubChem BioAssay.
